Yeast tox: yeast growth toxicity, wild-type and mutant, primary screen, cytotoxicity control for eIF2B function restoration project, wild-type and eIF2Bepsilon R284H mutant, A595; S. cerevisiae wild-type growth, A595 turbidity, 16 h; growth inhibition, % at 25 µM (by protocol); actives 0.3% (n = 30,000); AID 685, 2007;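 active = mutant and wild-type yeast strains alike exhibit over 30% growth inhibition; inconclusive = a strain exceeds 50% while the second remains under 30%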;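 also: 0% = untreated cell controls and 100% = YPD media blanks without cells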
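system = S. cerevisiae wild-type or eIF2Bepsilon-R284H mutant strain | buffer or medium = YPD medium | dosing = one dose, 25 µM compound, 0.2% DMSO | schedule = 16 h at 30 °C | measured by = A595 turbidity | evaluation = growth inhibition (%) versus cell controls and blanks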
Yeast eIF2B: GCN4-lacZ reporter reduction in eIF2B-epsilon mutant yeast, primary screen, S. cerevisiae, eIF2B-epsilon R284H, Beta-Glo luminescence; AID 688, 2007; inhibition, % at 25 µM (by protocol); actives 0.91% (n = 27,000);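 active = mutant luminescence inhibited past about 50% while wild type luminescence and mutant growth stay under set limits, limit read from the data; inconclusive = mutant versus wild type luminescence inhibition gap past a set limit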; also: some compounds called inactive have numbers as strong as hits
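Material: yeast eIF2B-epsilon R284H mutant carrying GCN4–beta-galactosidase fusion. Medium: YPD yeast growth medium. Incubation: 16 h growth with compound at 30 °C, 90 min Beta-Glo step. Signal: Beta-Glo luminescence plus absorbance at 595 nm. Evaluation: % inhibition of reporter signal and growth versus controls. Doses: 25 µM single dose.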
Yeast tox inhibition %: recorded beside Yeast tox, whose call it bears; growth inhibition, %; S. cerevisiae eIF2Bepsilon-R284H mutant growth, A595 turbidity, 16 h;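 each compound tested once at 25 µM; 0% equals untreated cells and 100% equals cell-free medium blanks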
Yeast eIF2B mutant toxicity: further read-out of Yeast eIF2B, marked with its call; growth inhibition, %; measured here: mutant yeast growth, toxicity;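 each compound tested once at 25 µM; zero equals untreated control growth and 100 equals blank medium absorbance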
* hit, by the source's call; u = inconclusive; x = not tested or not shown. Some of the compounds tested; count on the stated rates, not on these rows.

SMILES	Yeast tox	Yeast tox inhibition %	Yeast eIF2B	Yeast eIF2B mutant toxicity
CCn1c(CNc2nc3ccccc3n2C(C)C)nc2ccccc21	8	-5	53*	x
CCOC(=O)C1=C(CSc2nccn2C)NC(=O)NC1c1ccc2c(c1)OCO2 (configuration not stated)	-4	-8	16	-8
CCOC(=O)c1ccc(S(=O)(=O)N2CCN(S(=O)(=O)CC)CC2)cc1	-2	-18	-19	-18
CCCCOCCCNc1ncnc2c1[nH]c1ccccc12	-20	-20	12	-20
Cc1ccccc1-n1nc2c(c1NC(=O)c1cc3ccccc3oc1=O)CS(=O)C2 (configuration not stated)	8	0	18	x
O=C(CCCN1C(=O)c2ccccc2C1=O)NCc1ccco1	x	x	6	x
Cc1ccc(OCC(O)CN2CCN(CC(O)COc3ccc(C)cc3Cl)CC2)c(Cl)c1 (configuration not stated)	2	8	15	8
CC(C)C(NC(=O)c1cccs1)C(=O)NC1=NCCS1 (configuration not stated)	10	-5	14	-5
COc1cc(S(=O)(=O)N2CCN=C2c2ccccc2)ccc1F	u	x	-20	-6
COC(=O)c1ccccc1NC(=O)C1CC(=O)N(c2ccc(C)cc2)C1 (configuration not stated)	9	15	14	15
COc1ccc(CN(C(C)=O)c2cccc(C)c2C)cc1	-7	0	47	x
CN(C)c1ccc(-c2nnn(Cc3ccccc3Br)n2)cc1	-4	7	x	x
O=C(Nn1c(O)c(C=C2N=c3ccccc3=N2)sc1=S)c1ccccc1	2	-14	-3	-14
COc1cc(S(=O)(=O)NC2CCCCC2)ccc1F	23	-3	x	x
O=C1CC(NCc2ccccc2F)C(=O)N1c1ccccc1 (configuration not stated)	-6	4	13	4
COc1cccc(NC(=O)CSc2nnc(-c3ccoc3C)n2CC2CCCO2)c1 (configuration not stated)	6	-5	-19	-5
COc1ccc(CCn2c3c(c(=O)[nH]c2=O)C(NC(=O)c2cccs2)(C(F)(F)F)C(=O)N3)cc1OC (configuration not stated)	-26	-19	-22	-19
CCOC(=O)c1sc2nccc(N(C)C)c2c1N=CNOC	11	19	23	19
CCn1c(C)nc2cc(S(=O)(=O)C(F)(F)C(F)C(F)(F)F)ccc21 (configuration not stated)	5	0	48	x
CCOc1ccc(N2C(=O)CN=C2Nc2ccccc2Cl)cc1	-7	-23	2	-23

2 consecutive entries from above, quoted:
SMILES	Yeast tox	Yeast tox inhibition %	Yeast eIF2B	Yeast eIF2B mutant toxicity
COc1ccc(CN(C(C)=O)c2cccc(C)c2C)cc1	-7	0	47	x
CN(C)c1ccc(-c2nnn(Cc3ccccc3Br)n2)cc1	-4	7	x	x

Returning to the listing with the three entries that preceded the break.
SMILES	Yeast tox	Yeast tox inhibition %	Yeast eIF2B	Yeast eIF2B mutant toxicity
CCOC(=O)c1sc2nccc(N(C)C)c2c1N=CNOC	11	19	23	19
CCn1c(C)nc2cc(S(=O)(=O)C(F)(F)C(F)C(F)(F)F)ccc21 (configuration not stated)	5	0	48	x
CCOc1ccc(N2C(=O)CN=C2Nc2ccccc2Cl)cc1	-7	-23	2	-23
Cc1nc(Nc2ccc(F)cc2)[nH]c(=O)c1CCC(C)C	-8	9	23	9
COc1cc2c(cc1OC)C(C(C)C)=NC(C)(C)C2	8	3	-11	3
O=C(CN(Cc1ccccc1)C(=O)CSc1nnc(COc2ccccc2)o1)NC1CCCC1	-25	-4	-6	-4
O=C1c2cccnc2C(O)N1Cc1ccc(F)cc1 (configuration not stated)	-8	4	17	4
COCCNC(=O)C1(C)Oc2ccccc2NC1=O (configuration not stated)	35	3	15	3
CN(CCc1ccccn1)C(=O)Nc1ccc(F)cc1	0	8	7	8
Cn1c(Cc2ccccc2)nnc1SCC(=O)c1cccs1	1	-10	9	-10
COc1ccc(CCN2CC(O)=C(c3nc(C)cs3)C2=N)cc1OC	-12	-10	-7	-10
CON1C(=O)CN(C(C)=O)C1c1ccc(Cl)cc1Cl (configuration not stated)	11	13	x	x
COC(=O)c1c(NC(=O)CSc2nnc(-c3ccco3)n2C)sc(C)c1C	3	-4	-12	-4
O=c1c2c(nc3nc[nH]n13)CCC2	34	-10	13	-10
CCCOc1cccc(C(=O)N(Cc2ccc(OC)c(OC)c2)C2CCS(=O)(=O)C2)c1 (configuration not stated)	11	5	24	5
COc1c(F)c(F)c(C(=O)Nc2ccccc2N2CCN(C(=O)C(C)C)CC2)c(F)c1F	x	x	21	x
CCCCCCCC1CC(CSC(=N)N)OC1=O (configuration not stated)	15	11	-20	11
CCn1ncc(Br)c1C(=O)Nc1ccc(F)cc1F	10	-7	8	-7
O=C(c1ccc(-c2nnc(Nc3cccc(Cl)c3)c3ccccc23)cc1)N1C[C@H]2C[C@H](C1)c1cccc(=O)n1C2	-1	18	x	x
c1ccc(-n2nnnc2Sc2n[nH]c(-c3ccncc3)n2)cc1	21	14	18	14
CCc1ccc2[nH]c(=O)c(C(c3nnnn3CC3CCCO3)N3CCCc4ccccc43)cc2c1 (configuration not stated)	5	-2	19	-2
Nc1nc(SCc2ccc3c(c2)OCO3)n[nH]1	10	4	-7	4
CC1CCCCC1NC(=O)c1ccc2c(c1)[nH]c(=O)n2C1CCCC1 (configuration not stated)	5	0	18	x

Compound profiles, as listed above. Values in the order: Yeast tox | Yeast tox inhibition % | Yeast eIF2B | Yeast eIF2B mutant toxicity
Record of Nc1nc(SCc2ccc3c(c2)OCO3)n[nH]1 = 10 | 4 | -7 | 4
Record of COc1c(F)c(F)c(C(=O)Nc2ccccc2N2CCN(C(=O)C(C)C)CC2)c(F)c1F = x | x | 21 | x
Record of O=c1c2c(nc3nc[nH]n13)CCC2 = 34 | -10 | 13 | -10
Record of CCCOc1cccc(C(=O)N(Cc2ccc(OC)c(OC)c2)C2CCS(=O)(=O)C2)c1 (configuration not stated) = 11 | 5 | 24 | 5
Record of CC1CCCCC1NC(=O)c1ccc2c(c1)[nH]c(=O)n2C1CCCC1 (configuration not stated) = 5 | 0 | 18 | x

(continued)
SMILES	Yeast tox	Yeast tox inhibition %	Yeast eIF2B	Yeast eIF2B mutant toxicity
O=C(CSc1nnc(CNc2ccccc2)o1)c1ccc2c(c1)OCCO2	11	-3	17	-3
O=C(c1ccco1)N1CCN(C(c2ccc(Cl)cc2)c2nnnn2Cc2ccccc2)CC1 (configuration not stated)	-3	3	-24	3
Cc1cc(=O)oc2c(CN3CCC(C)CC3)c(O)c(Cl)cc12	0	9	1	9
CCCCn1nnc(NC(=O)c2ccc(-c3cccc(Cl)c3)o2)n1	-2	-8	-51	-8
Cc1ccc(-n2c(SCC(=O)N3CCOCC3)nnc2-c2cccnc2)cc1C	30	-27	-10	-27
COc1ccc(C(O)c2nccn2Cc2ccccc2)cc1OC (configuration not stated)	-47	-10	-55	-10
Cc1cc(C)c(NC(=O)CSc2nnc(Cc3cccn3C)n2-c2ccc(F)cc2)c(C)c1	3	0	60*	x
Cc1cc(C)n(-c2nc(Nc3ccccc3)nc(-n3nc(C)cc3C)n2)n1	-33	-5	10	-5
O=C(CN(Cc1cccs1)C(=O)CN1C(=O)COc2ccccc21)NCc1ccco1	5	3	18	3
CN(C)c1ccc(C(=O)Nc2ccc(S(=O)(=O)NC3=NCCCCC3)cc2)cc1	15	5	36	5
c1ccc(-c2nnc(CN3CCCc4ccccc43)o2)cc1	2	-4	0	-4
O=C(N=c1nc2ccccn2s1)c1ccccc1	4	0	-1	x
CCOC(=O)c1ccc(N2C(=O)CC(Sc3nc(O)c(CC)c(=O)[nH]3)C2=O)cc1 (configuration not stated)	-8	0	38	x
Cn1nnnc1SCCNCc1cccc2ccccc12	13	-10	34	-10
O=CN1CCN(C(=O)c2ccccc2Cl)CC1	4	7	22	7
CCOC(=O)c1nnc(-c2ccccc2)nc1Sc1c(Cl)cccc1Cl	-2	10	30	10
CC(C(=O)N1CCCc2ccccc21)N1CCN(S(=O)(=O)c2ccccc2F)CC1 (configuration not stated)	8	3	x	x
Clc1ccc(-n2nnnc2-c2ccccc2)cc1Cl	7	13	16	13
COc1ccc(CNC(=O)CCCOc2cc(=O)n(C)c3ccccc23)cc1	16	5	18	5
COc1ccc(C)cc1S(=O)(=O)NCCc1ccccc1	5	13	17	13
COc1cccc(Cn2cccc(NC(=O)Nc3ccc(C#N)cc3)c2=O)c1	3	9	7	9
Cc1nc(N2CCN(S(=O)(=O)c3ccccc3)CC2)c2cc(-c3ccccc3)sc2n1	6	7	x	x
Cn1c(SCC(=O)Nc2cccc(Br)c2)nnc1-c1cc2ccccc2o1	7	-3	9	-3
O=C(Nc1cccc(F)c1)c1ccc(S(=O)(=O)NCC2CCCO2)cc1 (configuration not stated)	9	11	15	11
O=C(CS(=O)(=O)Cc1ccccc1)Nc1nnc(C2CCCCC2)s1	-10	-3	37	-3
Cc1cc(=O)[nH]c2c1c(C)nn2C1CCCC1	2	-8	-6	-8
CN1CCc2nc(NC(=O)c3cccc(S(=O)(=O)N4CCc5ccccc54)c3)sc2C1	11	-5	13	-5
CN1CCC(OC(=O)c2ccc(Br)cc2)CC1	-21	-18	5	-18
CC(=O)c1c(COC(=O)c2ccncc2)nc2ccccc2[n+]1[O-]	9	9	4	9
CC(CCc1ccccc1)NC(=O)c1ccccc1 (configuration not stated)	9	13	x	x
Cc1cc(C)nc(SCCn2c(N(C)Cc3ccccc3)nc3c2c(=O)n(C)c(=O)n3C)n1	19	36	x	x
CC1(C)Cc2c(c(N3CCOCC3)nc3snc(N)c23)CO1	-4	0	-5	x
Cc1cc(=O)[nH]c(N/N=C/c2ccco2)n1	-7	18	14	18
Cc1cc2oc(C(=O)NCc3ccc4c(c3)OCO4)c(C)c2cc1C	3	7	10	7
O=C(NC1CCCCC1)N1CCN(C(c2ccccc2)c2ccccc2)CC1	0	2	x	x
CC(=O)c1cnc(Nc2nc(C)c3cc(C)c(C)cc3n2)nc1C	-6	-18	48	-18
Cn1c(=O)c2c(nc(NCCCO)n2Cc2cccc(Br)c2)n(C)c1=O	8	26	-13	26
CC(C)(C)NC(=O)c1ccc(COCC(F)(F)F)o1	-2	9	11	9
Cc1cc(C)n(CCn2nc(C)cc2C)n1	-12	-10	29	-10
CCOCCCn1c(=NC(=O)c2ccc(OC)c(OC)c2)c(C#N)cc2c(=O)n3cccc(C)c3nc21	5	13	x	x

Three entries already listed, sorted by formula weight, ascending:
SMILES	Yeast tox	Yeast tox inhibition %	Yeast eIF2B	Yeast eIF2B mutant toxicity
CN(CCc1ccccn1)C(=O)Nc1ccc(F)cc1	0	8	7	8
CC(C)C(NC(=O)c1cccs1)C(=O)NC1=NCCS1 (configuration not stated)	10	-5	14	-5
CN(C)c1ccc(C(=O)Nc2ccc(S(=O)(=O)NC3=NCCCCC3)cc2)cc1	15	5	36	5

(further entries)
SMILES	Yeast tox	Yeast tox inhibition %	Yeast eIF2B	Yeast eIF2B mutant toxicity
CC1=C(C#N)C(c2cccnc2)C2=C(CCCC2=O)N1 (configuration not stated)	-2	24	28	24
O=C(CSc1ccc2nnc(-c3cccc(F)c3)n2n1)NCC1CCCO1 (configuration not stated)	x	x	43	x
CN(C)c1ccc(C(=O)NCC2CCCO2)cc1 (configuration not stated)	13	10	x	x
CCCCC(=O)Nc1ccc(NC(=O)C(C)C)cn1	12	7	x	x
CCN(CC)S(=O)(=O)c1ccc(S(=O)(=O)Nc2ccc(C(=O)N3CCCC3)cc2)cc1	7	7	3	7
CCS(=O)(=O)NCC(c1cccnc1)N1CCN(c2ccccc2F)CC1 (configuration not stated)	-4	0	2	x
COc1ccccc1-n1c(SCC(=O)NC(C)(C)C)nc(O)c(Cc2ccccc2)c1=O	10	0	-10	x
CCOc1ccc(Nc2oc(-c3ccccc3Cl)nc2C#N)cc1	-6	0	9	x
O=C1CC(N2CCC(c3nc4ccccc4o3)CC2)C(=O)N1c1cc(Cl)cc(Cl)c1 (configuration not stated)	12	19	28	19
COC(=O)c1ccc(CSc2nc3scc(-c4cccs4)c3c(=O)[nH]2)o1	-7	-27	17	-27
O=C(NCCN1CCOCC1)[C@H](Cc1ccccc1)N1C(=O)c2ccccc2C1=O	-4	-24	-10	-24
C/C(=N\OCC(=O)N/N=C/c1ccccc1O)c1cccs1	12	27	x	x
CCCc1nnc(SCC(=O)N2CCCCC2C)n1CCCOC (configuration not stated)	5	-5	15	-5
CC1=C(C(=O)OCC(C)C)C(c2cccc(F)c2)N2C(=O)C(C)SC2=N1 (configuration not stated)	11	6	17	6
COc1ccccc1NC(=O)Oc1ccc(C(C)=O)cc1	-4	-14	14	-14
Cc1cc(N)n2nc(-c3ccc(C(C)(C)C)cc3)cc2n1	38	19	63	19
O=C(Nc1ccccc1F)c1ccncc1	-7	19	x	x
CCOC(=O)C(O)(CC(=O)c1ccc(OC)cc1)C(F)(F)F (configuration not stated)	11	-16	x	x
Cc1cc(C)n(C(=O)CSc2nc3ccccc3o2)n1	1	-12	21	-12
CSc1ccc(S(=O)(=O)Nc2ccc(F)cc2)cc1	20	9	25	9
